# PvdQ inh – blocks Pseudomonas aeruginosa PvdQ acylase activity; purified PvdQ acylase, fluorescence plate reader; inhibition, % at 10 µM; hit rate 0.063% among 340,000; AID 488965; in the data active means inhibition above about 30%, passing the limit was not always enough; inconclusive means no clear call, values can overlap the other calls;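 further: 0% = vehicle neutral wells and 100% = reference inhibitor wells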
# CDK5 inh – CDK5/p35 (human) kinase inhibition | Q00535+Q15078 | Recombinant CDK5/p35, ADP-Glo luminescence, 60 min | inhibition, % at 10 µM | hit rate 0.01% among 330,000 | AID 488839;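 active means highest replicate inhibition of at least 50% and at least 75% of replicates reaching 50%; inconclusive means only one of the two criteria met; inactive means both criteria failed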;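 further: plate controls were DMSO neutral control for no effect and GW8510 at 10 µM for full effect; many of its hits are not listed in these tables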
# Rtt109 HAT inh – C. albicans Rtt109 histone acetyltransferase inhibition | hit rate 0.16% among 330,000 | purified Rtt109/Vps75, ThioGlo CoA-SH fluorescence, 4 h | Q5AAJ8 | inhibition, % at 34.9 µM;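 active means inhibition of at least 50% in every replicate; inconclusive means best replicate reaches 50% inhibition but some replicates fall short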
# Target sequence (Q5AAJ8 whole entry, looked up): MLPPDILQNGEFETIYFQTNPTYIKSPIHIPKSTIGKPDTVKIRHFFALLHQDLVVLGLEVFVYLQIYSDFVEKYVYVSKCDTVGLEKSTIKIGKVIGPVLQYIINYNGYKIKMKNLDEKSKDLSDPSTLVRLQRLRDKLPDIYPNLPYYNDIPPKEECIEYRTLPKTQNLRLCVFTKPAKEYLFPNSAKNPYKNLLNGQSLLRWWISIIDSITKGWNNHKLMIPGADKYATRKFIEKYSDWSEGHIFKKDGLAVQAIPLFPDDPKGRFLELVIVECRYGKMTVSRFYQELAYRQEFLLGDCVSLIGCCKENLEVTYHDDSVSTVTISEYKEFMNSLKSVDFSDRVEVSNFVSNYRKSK
# NSD2 HMT inh – blocks human histone methyltransferase NSD2; hit rate 0.54% among 310,000; O96028; NSD2 peptide methylation, AlphaScreen, 120 min; inhibition, % at 12.5 µM; AID 743445; in the data active means inhibition above about 50%
# dFosB act – enhances mouse delta FosB homodimer DNA binding. purified delta FosB, TAMRA-CDK5 oligo fluorescence polarization; percent of positive-control signal above neutral wells. activation, % at 25 µM. hit rate 0.99% among 340,000;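 active means mean activation above about 17%, with every replicate also reaching it, limit read from the data, passing the limit was not always enough; inconclusive means only one of the two conditions met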;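 further: fluorescence polarization rise as delta FosB binds a TAMRA Cdk5 AP-1 oligo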
# PfHsp90 set2 – reduces growth (ATP signal) of yeast expressing P. falciparum Hsp90. S. cerevisiae expressing PfHsp90, BacTiter-Glo ATP, 48 h; yeast lacking PDR1 and PDR3 efflux regulators. inhibition, % at 9.4 µM. hit rate 0.32% among 310,000. AID 504621;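 active means every replicate shows inhibition above about 80%, whatever the replicate mean, limit read from the data; inconclusive means mean inhibition reaches the set limit but some replicate falls short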;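 further: 0% = DMSO neutral controls and 100% = 20 µM radicicol positive controls; yeast relying on Plasmodium falciparum Hsp90 in place of its own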
# Keap1-Nrf2 PPI – disrupts human Keap1 binding to Nrf2 peptide. hit rate 0.15% among 340,000. Keap1 Kelch-Nrf2 peptide fluorescence polarization, 1536-well. inhibition, % at 9.4 µM. AID 504523; in the data active means inhibition above about 12%; inconclusive means no clear call, values can overlap the other calls; inactive means below about 7.3%;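 further: human Keap1 Kelch domain with fluorescein labeled Nrf2 9mer peptide probe; 0% = neutral control wells and 100% = peptide positive control; higher means more block of Keap1 binding to Nrf2 peptide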
# Target sequence (Q14145 whole entry, looked up, the tested form may be a part): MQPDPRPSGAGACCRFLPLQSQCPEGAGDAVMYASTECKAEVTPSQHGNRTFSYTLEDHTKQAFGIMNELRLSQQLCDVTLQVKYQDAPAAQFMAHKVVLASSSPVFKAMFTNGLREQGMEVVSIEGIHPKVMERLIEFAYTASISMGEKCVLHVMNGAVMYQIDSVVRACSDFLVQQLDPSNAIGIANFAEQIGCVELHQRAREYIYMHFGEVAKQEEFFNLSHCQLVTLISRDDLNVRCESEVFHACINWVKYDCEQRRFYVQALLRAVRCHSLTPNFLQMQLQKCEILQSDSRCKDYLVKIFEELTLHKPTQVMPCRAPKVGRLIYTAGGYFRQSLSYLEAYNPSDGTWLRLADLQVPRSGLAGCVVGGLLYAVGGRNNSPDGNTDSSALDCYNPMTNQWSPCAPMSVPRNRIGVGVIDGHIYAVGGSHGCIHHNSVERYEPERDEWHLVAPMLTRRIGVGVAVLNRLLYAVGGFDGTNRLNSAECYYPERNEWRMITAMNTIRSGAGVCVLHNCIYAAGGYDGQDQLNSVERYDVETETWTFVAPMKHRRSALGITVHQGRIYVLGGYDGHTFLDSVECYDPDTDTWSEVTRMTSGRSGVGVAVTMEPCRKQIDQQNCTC
# C-LANA FP – inhibitors of KSHV LANA C-terminal domain DNA binding. MBP-C-LANA/FAM-LBS DNA binding, fluorescence polarization. inhibition, % at 9 µM. hit rate 0.078% among 340,000. AID 504423;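 active means highest replicate inhibition at or above 60% at 9 µM, even if other replicates fall short; inactive means all replicates below 60% inhibition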;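 further: 0% = neutral control wells and 100% = 4 µM acridine orange control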
# SUMO Mot1 rescue – inhibitors of SUMOylation pathway: yeast Mot1-301 growth rescue. hit rate 1% among 320,000. growth rescue, % at 18.8 µM. S. cerevisiae Mot1-301 growth rescue, ATP luminescence, 38.5C; percent above DMSO median, 100 means doubled;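 active means every valid replicate shows activation above 250% relative to neutral control wells; inactive means the rest, any valid replicate at or below 250%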;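 further: OY570 slx delta 5 strain wells were the positive control but not used for scaling; some compounds called inactive have numbers as strong as hits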
# Cardiac RTF inh – cardiac RTF calcium desensitization | inhibition, % at 7.15 µM | hit rate 0.12% among 340,000 | IANBD-labeled cardiac RTF, Ca2+ fluorescence | P19429+P45379 | AID 493244;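 active means inhibition above the mean inhibition of all tested compounds plus 3 SD, cut at about 17% in these data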;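 further: assay run at fixed EC70 calcium of 1.6 mM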
# cardiac RTF act – cardiac RTF calcium sensitization; P19429+P45379; IANBD-labeled TnC RTF fluorescence at EC20 calcium; 0% EC20 calcium, 100% full calcium; activation, % at 7.2 µM; hit rate 0.24% among 340,000; AID 493008;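 active means activation above the mean over all tested compounds plus 3 SD, cut at about 30% in these data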;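 further: rise in fluorescence read as greater calcium sensitivity of cardiac thin filaments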
# Active calls of the source: *; ? = inconclusive; . = no result given. Rows were taken by chance, and some 3.2% of all compounds hit somewhere here.
SMILES,PvdQ inh,CDK5 inh,Rtt109 HAT inh,NSD2 HMT inh,dFosB act,PfHsp90 set2,Keap1-Nrf2 PPI,C-LANA FP,SUMO Mot1 rescue,Cardiac RTF inh,cardiac RTF act
O=C(CCc1ccccc1)Nc1cccc(NC(=O)CCc2ccccc2)c1,-12.6,0.8,11.7,-0.9,-8.8,4.9,-2.1,-2.1,-8.1,-3.5,5.2
N/C(=N\NS(=O)(=O)c1ccccc1Cl)c1ccccn1,-8.4,-3.0,-10.5,-2.3,-3.7,13.7,-3.8,1.0,-8.3,-2.8,13.7
CCOc1ccc(C(=O)CCN2CCCCC2)cc1,-11.3,-0.6,-1.8,1.0,1.5,15.3,-2.1,-1.0,22.2,4.0,-5.1
Cn1c(=O)c2c(=O)cc(NNC(=O)C(C)(C)C)[nH]c2n(C)c1=O,-12.2,-0.5,-10.0,0.4,-2.4,1.8,-3.3,-0.8,-18.9,-1.9,2.7
Cc1ccc(N(CCC(=O)O)S(=O)(=O)c2cccc(C(F)(F)F)c2)cc1,-8.9,-0.3,5.7,-5.1,-5.1,-32.8,-5.3,-1.6,4.3,8.8,-1.7
C=CCn1c(N)cc(=O)nc1SC(C)C(=O)Nc1cccc2ccccc12 (centres undefined),-15.1,0.9,8.7,0.0,0.8,-9.7,0.0,1.9,.,8.9,5.2
COc1cccc(-c2nc(-c3ccc(NC(=O)c4cccs4)cc3)no2)c1,-13.8,0.6,-4.6,0.4,0.0,-17.9,0.1,0.4,-0.4,-7.2,0.6
Cc1ccc(NC(=O)CCN2C(=O)NC3(CCCC3)C2=O)c(C)c1,-13.9,-0.1,-2.5,.,2.9,-15.0,-3.7,-2.0,.,-2.7,-2.1
Cc1ccc(OCCOCCNC(C)(C)C)c([N+](=O)[O-])c1,-7.2,-2.5,-1.8,-2.2,5.9,-24.4,-3.6,-0.9,6.0,-4.0,1.2
Cc1cccc(OCc2nnc(SC(C)C(=O)Nc3ccc(N4CCOCC4)cc3)o2)c1 (centres undefined),3.8,1.4,-0.8,0.0,3.9,5.8,1.5,0.3,-6.5,3.2,-1.8
CCOC(=O)C(Cc1ccc(N)cc1)N1C(=O)c2ccccc2C1=O (centres undefined),-1.7,-8.9,-2.6,2.2,-4.1,-2.6,-3.8,1.3,119.5,-4.4,3.3
CCn1c(=O)c2cc(C(=O)NCCN3CCOCC3)sc2c2ccccc21,1.8,0.8,-0.1,.,-33.6,17.3,-3.6,0.6,2.9,-2.3,5.4
CC(NC(=O)CNC(=O)c1ccccc1Br)c1cccs1 (centres undefined),-10.6,0.8,-8.5,6.0,-0.4,-10.9,-2.8,-2.4,.,9.1,5.4
O=C(CCc1nnc(COc2ccccc2)o1)NC1(c2ccccc2)CC1,-0.1,-0.3,-4.0,-2.5,-1.5,23.3,-3.5,-0.8,-9.5,-9.5,0.7
O=C(c1cccs1)N1CCN(Cc2cn[nH]c2-c2ccc(F)cc2F)CC1,-15.4,-6.8,-9.2,-3.5,-2.9,5.9,-3.6,1.2,.,0.5,-2.9
CC1CCCCN1S(=O)(=O)c1ccc(NC(=O)c2cccs2)cc1 (centres undefined),-8.4,0.5,-2.9,-4.8,-14.3,-5.8,-3.0,2.1,3.8,6.2,-3.7
O=C(CN1C(=O)NC2(CCCC2)C1=O)Nc1ccc(S(=O)(=O)N2CCOCC2)cc1,-16.2,-1.1,-14.2,-4.9,0.5,20.3,-6.1,-0.2,-10.5,-2.9,-4.4
NC(N)=N/N=C/c1ccc(OCc2ccc(Cl)cc2)cc1,8.5,1.4,?,15.5,2.4,.,-2.4,-0.7,10.1,-6.1,1.8
O=C(N/N=C/c1c(O)n(Cc2ccccc2)c(=O)c2ccccc12)c1cccnc1,-8.8,-0.9,-1.2,1.1,-13.0,-20.5,-21.3,-4.6,-10.3,-4.8,5.7
COc1ccc(C(C)=O)cc1CSC(=N)N,3.7,3.7,10.8,5.1,-3.9,-5.0,-4.3,-1.1,1.3,-0.6,8.9
CCCCNC(=O)CCc1c(C)nc2c(c(C)nn2-c2ccccc2)c1C,26.5,-0.5,4.5,-0.8,-12.8,6.9,-7.6,31.1,-4.7,3.6,-3.6
Cc1ccc(/C=C2/SC(=S)N(CCC(=O)NCCCN3CCOCC3)C2=O)cc1,-5.9,0.0,7.8,3.8,-8.6,-9.5,-1.9,-1.0,48.4,-6.2,2.7
COc1cc(Cl)ccc1OCc1cc(C(=O)NC2CCc3ccccc32)no1 (centres undefined),-5.1,0.8,4.2,-0.4,2.4,2.3,-4.5,2.3,0.7,-2.1,-0.2
N#C/C(=C\c1ccco1)c1nc2ccccc2s1,?,-0.4,4.0,.,-6.9,14.4,-4.9,0.3,31.0,-47.5,10.3
COc1cccc(C(=O)NC(=S)Nn2cnnc2)c1OC,-11.3,-4.7,0.7,-1.2,0.1,-12.8,-4.3,-0.2,-8.3,-2.8,0.4
CCC(=O)Nc1ccc(N2CCN(Cc3ccccc3F)CC2)cc1,12.3,-0.2,7.5,2.7,-0.2,19.4,-0.3,-1.7,-3.7,2.5,-1.1
Cc1cc(NC(=O)CSCC(=O)OCC(=O)c2cccc(Br)c2)no1,-3.8,0.2,-6.2,-2.1,-7.8,19.4,-3.1,-1.4,5.2,3.6,-1.5
CCn1c(=O)c(C(=O)Nc2cccnc2)c(O)c2ccccc21,10.5,-1.6,8.7,0.9,-20.6,25.1,0.8,-0.3,.,-5.9,5.3
CN1C(=O)c2ccc(C(=O)NC3CCCCC3)cc2C1=O,-19.7,-0.1,3.1,-3.5,-3.9,7.8,-6.1,-0.3,.,-5.8,8.3
c1cc(-c2cn(C[C@H]3CC[C@@H]([C@@H]4CC[C@H](Cn5cc(-c6ccsc6)nn5)O4)O3)nn2)cs1,-2.0,3.4,-9.8,.,2.2,-6.0,0.3,-0.3,4.1,-8.2,-6.2
COc1ccc(N(CC(=O)NCc2ccc(F)cc2)C(=O)Cn2nnc(-c3ccc(C)o3)n2)cc1OC,-5.1,-1.6,3.0,-0.1,2.3,43.2,3.0,0.1,19.3,2.3,2.9
CNc1nc(-c2c[nH]c3ccccc23)cs1,11.2,-4.3,-3.5,1.7,-1.4,.,-6.2,-1.0,-2.3,-8.7,1.5
COc1ccccc1NS(=O)(=O)c1ccc2oc(SCc3ccc(C#N)cc3)nc2c1,-6.6,-0.8,1.6,1.0,2.1,-35.6,-6.1,-0.8,-0.8,-7.2,9.5
COc1ccccc1CC(=O)Nc1ccc(S(=O)(=O)N2CCCCC2)cc1,0.6,0.0,-3.6,5.7,-10.8,-0.8,-1.5,-0.9,-20.3,-3.7,-2.8
CCOc1ncccc1C(=O)Nc1nc(C(C)(C)C)cs1,-8.8,0.6,.,-2.2,-16.4,19.9,-5.6,1.4,9.7,-13.1,7.5
NC(=O)NC(=O)COC(=O)CN1C(=O)C2CCCCC2C1=O (centres undefined),-5.6,-2.1,-2.9,-2.9,0.0,-20.9,-3.9,0.7,220.3,-6.8,-6.4
Cc1c(NC(=O)COC(=O)Cc2ccc(F)cc2)c(=O)n(-c2ccccc2)n1C,-4.7,0.8,-11.3,2.9,0.4,4.1,2.0,0.3,-25.7,-0.7,2.6
O=C(CCc1ccccc1)C(=O)N1CCCC(C(=O)c2cccc(Cl)c2)C1 (centres undefined),-2.6,1.1,-8.2,-11.4,-9.1,-20.6,0.0,-0.1,-8.1,-5.0,7.5
CCc1ccccc1NC(=O)CCNS(=O)(=O)c1ccc2c(c1)CCC(=O)N2,-20.0,0.5,-9.9,-5.2,-5.3,-4.9,-0.6,1.1,-7.3,-3.5,3.3
CN1CC(=O)Nc2ccc(F)cc2C1=O,3.2,1.4,24.4,-0.4,-1.4,4.7,-1.0,-2.2,4.0,4.3,-1.8
O=C(CC1SCCNC1=O)Nc1ccc(F)c(Cl)c1 (centres undefined),-16.8,2.4,0.2,.,0.6,.,-0.8,0.1,-6.2,-3.5,7.0
O=C(CN1CCCC1)Nc1ccc(S(=O)(=O)N2CCCCC2)cc1,-13.6,-0.3,6.8,1.1,-7.7,24.8,-1.0,0.8,-10.8,-5.0,-1.3
CNC(=S)/N=C/NOCc1ccc(Cl)cc1Cl,-11.1,3.0,-0.7,-18.1,-2.2,-34.0,-1.3,0.7,3.8,-3.8,0.6
Cc1nn2c(=O)cc(COC(=O)c3ccc(NC(=O)C(C)(C)C)cc3)nc2s1,-13.1,.,-2.9,3.7,-0.3,-2.1,-2.7,0.7,2.6,-12.3,1.9
O=C(CCSc1ccc(F)cc1)Nc1ccc(-n2cnnn2)cc1,-10.5,1.4,3.7,-1.7,-5.9,54.3,-3.8,0.1,-4.8,-14.9,1.8
O=S(=O)(NC1C2CC3CC(C2)CC1C3)c1ccccc1 (centres undefined),-11.6,-0.3,6.6,.,-3.3,-0.8,-4.7,-3.1,23.4,2.0,2.0
O=[N+]([O-])c1ccc(COc2ccccc2CN2CCCCC2)cc1,0.1,-0.4,0.5,.,-5.9,5.5,1.5,0.8,.,2.2,-7.5
O=C(Nc1ccccc1)Nc1ccccc1-n1ccnc1,-11.2,0.5,-2.3,2.1,0.5,3.5,0.2,-1.3,30.0,-4.4,-6.3
CCN1C(=NCCc2cccs2)N[C@@H](c2cccs2)C(C(=O)OC)=C1C,-11.3,-0.4,2.9,.,2.2,-8.8,-5.2,0.0,298.2,8.2,5.9
O=C(Cn1cncn1)N/N=C/c1c2ccccc2cc2ccccc12,4.1,-0.3,8.4,.,2.0,14.9,-6.7,-0.1,-22.5,-2.4,6.2
CC1(C)C([N+](=O)[O-])C(c2ccc(O)cc2)NC(c2ccc(O)cc2)C1[N+](=O)[O-] (centres undefined),-5.8,-4.8,1.6,-4.7,-3.0,-48.9,-2.2,5.1,-3.7,-10.8,-1.4
O=C(Nc1nnc(S(=O)(=O)N2CCOCC2)s1)c1ccc(F)cc1,-5.8,-1.2,2.0,.,6.3,17.7,3.3,0.7,-29.2,4.1,1.0

# 2 of these compounds in a different format.
O=C(CN1CCCC1)Nc1ccc(S(=O)(=O)N2CCCCC2)cc1
  PvdQ inh: -13.6	CDK5 inh: -0.3	Rtt109 HAT inh: 6.8	NSD2 HMT inh: 1.1	dFosB act: -7.7	PfHsp90 set2: 24.8	Keap1-Nrf2 PPI: -1.0	C-LANA FP: 0.8	SUMO Mot1 rescue: -10.8	Cardiac RTF inh: -5.0	cardiac RTF act: -1.3

O=C(Nc1nnc(S(=O)(=O)N2CCOCC2)s1)c1ccc(F)cc1
  PvdQ inh: -5.8	CDK5 inh: -1.2	Rtt109 HAT inh: 2.0	NSD2 HMT inh: .	dFosB act: 6.3	PfHsp90 set2: 17.7	Keap1-Nrf2 PPI: 3.3	C-LANA FP: 0.7	SUMO Mot1 rescue: -29.2	Cardiac RTF inh: 4.1	cardiac RTF act: 1.0

# Screens deposited in PubChem BioAssay by several laboratories.
